NS5 inhibitors: flavivirus cap methylation enzyme inhibition – biochemical, confirmation dose response, primary screen (AID 588689). inhibition, % at 25 µM; hits with a dose series show IC50 in µM. 340,000 compounds, 0.3% hits. Dengue-2 NS5 methyltransferase capping enzyme assay, biochemical; higher % means a stronger effect; in the data active = a potency from the dose series
RSV antiviral HEp-2: RSV antiviral activity via CPE protection, HEp-2 cells, primary 10 µM value included (AID 2391). HEp-2 cells, RSV-induced CPE inhibition; higher % means a stronger effect. CPE inhibition, % at 10 µM, or IC50 in µM where a hit was titrated. 310,000 compounds, 0.13% hits; in the data active = a potency from the dose series; also: strong numbers were not always called active
Autophagy HCS: modulators of autophagy; MEF GFP-LC3 puncta imaging; test concentration mostly 10 µM; calls only at 10 µM (by protocol); 190,000 compounds, 0.98% hits;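 active = percentage of spot-positive cells more than 3 SD above its plate mean, without a fluorescence outlier flag or 80% toxicity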;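 also: spot-positive cell cutoff set from DMSO-treated cells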
NTR1 agonist: NTR1-driven beta-arrestin-GFP spot formation – imaging, U2OS cells, high content, primary screen (AID 493036); P30989; agonist mode; activation, % at 20 µM; 330,000 compounds, 0.17% hits;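 active = activation at or above 40% of the spot to cytoplasm intensity ratio, with at least 20 cells analyzed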;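 also: 0% = DMSO without peptide and 100% = 100 nM NTR1 peptide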
Target sequence (P30989 whole entry, looked up): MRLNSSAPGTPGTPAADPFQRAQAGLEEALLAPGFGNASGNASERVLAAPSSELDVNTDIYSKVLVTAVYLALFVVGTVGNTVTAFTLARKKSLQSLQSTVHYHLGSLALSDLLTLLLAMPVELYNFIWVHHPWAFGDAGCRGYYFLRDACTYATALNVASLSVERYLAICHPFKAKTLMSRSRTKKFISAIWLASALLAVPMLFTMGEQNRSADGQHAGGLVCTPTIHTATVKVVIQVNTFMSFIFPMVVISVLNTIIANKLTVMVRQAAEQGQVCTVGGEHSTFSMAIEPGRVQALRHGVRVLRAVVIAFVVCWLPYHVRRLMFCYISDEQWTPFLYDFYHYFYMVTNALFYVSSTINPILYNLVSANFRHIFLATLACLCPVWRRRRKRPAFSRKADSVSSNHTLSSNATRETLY
UTI89 phage lysis: protection from phage-mediated lysis, alamar blue read-out – E. coli UTI89, K1F phage, bacterial capsule biogenesis inhibitors (AID 488966). E. coli UTI89 K1F phage lysis, alamar blue, 2 h; higher % means a stronger effect. 340,000 compounds, 0.02% hits. inhibition, % at 100 µM; hits with a dose series show IC50 in µM;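 active = phage lysis inhibition, versus mean bacterial control, above a set limit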;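 also: capsule biogenesis inhibitors block K1F phage lysis so surviving cells raise fluorescence; higher fluorescence means more inhibition of phage lysis; actives were called in the ten point dose series up to 300 µM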
LYP inhibition: inhibitors of LYP phosphatase, biochemical, fluorescence intensity, uHTS (AID 1779); recombinant LYP phosphatase, fluorescence intensity; higher % means a stronger effect; one-dose inhibition, % at 11.5 µM; IC50 in µM for titrated hits; 290,000 compounds, 0.054% hits; in the data active = inhibition above about 50%;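 also: plate controls were vehicle with enzyme for no effect and no enzyme for full effect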
AID2073: disruptors of CaV2.2 binding to Mint1 – biochemical, HTRF (AID 2073); HTRF protein-protein interaction, Mint1-CaV2.2; higher % means a stronger effect; inhibition, % at 20 µM; hits with a dose series show IC50 in µM; 290,000 compounds, 0.19% hits; in the data active = inhibition mostly above about 51%, no sharp cut-off; also: some results filed as inactive read as strong as hits
GPR35 antagonists: GPR35 antagonists blocking zaprinast-driven arrestin recruitment, primary screen, imaging, U2OS, beta-arrestin-GFP, zaprinast agonist (AID 2058); U2OS GPR35 beta-arrestin-GFP translocation imaging, zaprinast antagonism; higher % means a stronger effect; inhibition, % at 10 µM; hits with a dose series show IC50 in µM; 290,000 compounds, 0.052% hits;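 active = inhibition of at least 50% with at least 30 cells and total cytoplasm GFP at most 10,000,000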
WT yeast gro inh: growth inhibition of WT yeast, mitochondrial fusion screen; 190,000 compounds, 2.1% hits; mitochondrial fusion phenotypic screen, WT strain; inhibition, % at 10 µM; in the data active = inhibition above about 58%; tested in S. cerevisiae
WT yeast gro inh mutant strain: second read-out of WT yeast gro inh, no call of its own (marks repeat the call); inhibition, %; mitochondrial fusion phenotypic screen, mutant strain inhibition
Autophagy HCS cell loss 18 h: recorded beside Autophagy HCS, whose call it bears; toxicity, %; measured here: cell loss, nuclei count;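 cell loss after 18 h compound exposure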
NTR1 agonist cell count 20 µM: recorded beside NTR1 agonist, whose call it bears; cell count; measured here: cell count, cytotoxicity flag
NS5 inhibitors pilot replicate: second read-out of NS5 inhibitors, no call of its own (marks repeat the call); inhibition, %; measured here: pilot screen replicate inhibition
* marks the source's active call; other numbers are inactive results; i = inactive; . = not tested or not shown; [ ] = another dose, or the depositor's remark. No enrichment for hits; 2.6% or so of the library scored in one or more.

SMILES	NS5 inhibitors	RSV antiviral HEp-2	Autophagy HCS	Autophagy HCS cell loss 18 h	NTR1 agonist	NTR1 agonist cell count 20 µM	UTI89 phage lysis	LYP inhibition	AID2073	GPR35 antagonists	WT yeast gro inh	WT yeast gro inh mutant strain	others
Cc1ccnc(NC(=O)c2ccc(NC(=O)c3ccco3)cc2)c1	-1%	-0.1%	i	-7	-0.9	45	0.9%	1%	4%	10%	6	-7
O=C(CN1CCN(c2cccc(C(F)(F)F)c2)CC1)Nc1cccc(C(F)(F)F)c1	5%	23%	i	-5	2.8	38	-0.6%	-4%	3%	-3%	9	3
Cc1ccc(NC(=O)CC(NC(=O)c2ccccc2Cl)c2ccccc2)nc1 (stereo not given)	-4%	0.8%	.	.	-0.3	72	0.7%[50 µM]	.	.	.	.	.
Cc1cc(F)ccc1S(=O)(=O)Nc1ccccc1C(=O)Nc1ccc2[nH]c(=O)[nH]c2c1	-1%	2.0%	i	1	0.7	39	-0.9%	-1%	15%	6%	-4	2
O=C(CN1CCN(CCC(=O)Nc2ccccc2F)CC1)Nc1ccc(F)cc1	1%	0.7%	i	-3	-0.1	50	-0.1%	-1%	-2%	3%	4	8
CCOc1ccc(NC(=O)CSc2nnc(C3CC3)n2C2CC2)cc1	-4%	0.5%	.	.	-1.8	45	1.1%[50 µM]	.	.	.	.	.
CCc1ccccc1Nc1nc(N)nc(CSc2nnc3ccccn23)n1	2%	1.9%	i	2	-0.2	74	0.0%	-10%	3%	-6%	-4	15
COC(=O)c1ccc(-c2nc(CN3CCC(C(=O)N4CCOCC4)CC3)c(C)o2)cc1	-9%	1.1%	.	.	0.1	46	1.3%[50 µM]	-9%	13%	18%	.	.
O=C(Nc1cccc(C(F)(F)F)c1)c1ccccc1NC(=O)C1CCCCC1	-6%	0.8%	i	5	0.7	57	0.4%	-2%	5%	2%	1	-16
Cc1ccc(N2CC(C(=O)N3CCN(C(=O)c4ccco4)CC3)CC2=O)cc1 (stereo not given)	4%	-2.4%	i	-3	3.2	53	0.8%	0%	-4%	-12%	-11	-2
Cc1ccc([N+](=O)[O-])cc1NC(=O)CSc1nncc2ccccc12	-1%	1.6%	.	.	0.1	82	0.1%	-6%	-9%	15%	.	.
CCOc1ccc(NC(=O)Nc2c(C)n(C)n(-c3ccccc3)c2=O)cc1	-3%	2.9%	.	.	-1.4	47	0.2%	-4%	6%	5%	.	.
CCN(CC)CCCNC(=O)CCn1nc(-c2ccc(Cl)cc2)ccc1=O	-1%	0.1%	.	.	-0.6	85	0.0%	-7%	1%	-10%	.	.
Brc1ccc(-c2noc(COc3ccc4ccccc4c3)n2)o1	1%	3.2%	i	14	0.2	90	0.3%	0%	25%	-6%	0	-3
COc1cccc(NC(=O)CN(C)C(=O)c2ccccc2OCC(=O)Nc2cccc(C(F)(F)F)c2)c1	-1%	4.0%	.	.	2.4	73	0.3%[50 µM]	.	.	.	.	.
C/C(=N\Nc1ccc(Cl)c(C(=O)O)c1)c1cccs1	2%	0.6%	.	.	-0.9	59	0.0%	-8%	-14%	-12%	.	.
O=C(N/N=C/c1ccccc1OC(F)F)C1=COCCO1	-6%	-1.2%	i	-2	2.0	42	-0.8%	1%	-5%	1%	12	-1
COC(=O)c1cc(-c2ccc(OC)cc2)n[nH]1	-2%	1.9%	i	-1	-1.6	65	0.6%	-8%	-4%	-4%	-7	4
CCc1cccc(C)c1N=Cc1c(O)c2ccccc2oc1=O	-5%	-0.5%	.	.	7.2	39	0.2%	-1%	8%	-4%	.	.	NS5 inhibitors pilot replicate=6.4
Cc1ccnc(NC(=O)CCC(=O)N(Cc2ccco2)C(C(=O)NC(C)C)c2ccc(F)cc2)c1 (stereo not given)	-12%	0.7%	.	.	-0.3	47	0.1%	-1%	9%	-4%	.	.
CCCCCCCn1c(C)nnc1-c1cnn(C)c1N	-8%	-0.1%	i	12	-0.8	70	-3.3%	-5%	3%	3%	-6	12
Cc1cc(C)n2nc(SCC(=O)c3ccccc3)nc2n1	0%	1.5%	i	19	0.5	52	0.2%[50 µM]	-2%	0%	9%	-7	-4
O=C(Nc1c(C(=O)O)[nH]c2ccccc12)NC1CCCCC1	-3%	2.2%	i	-23	-1.1	59	1.0%	-6%	9%	-4%	4	4
COC(=O)C(NC(=O)c1ccc(Cl)cc1)(Nc1nc(C)cs1)C(F)(F)F (stereo not given)	-1%	-0.5%	i	-5	2.2	73	0.2%	8%	-2%	0%	3	-3
Cc1ccc(OCc2nnc(SCC(=O)c3ccccc3)n2Cc2ccco2)cc1	10%	2.6%	i	-17	2.6	52	0.2%	6%	-12%	-1%	26	29
Cc1ccc(CNC(=O)C(=O)c2cn(CC(=O)N3CCOCC3)c3ccccc23)cc1	-2%	2.0%	.	.	0.5	42	-0.2%	-3%	1%	-7%	.	.
COc1cc2nc(Cl)nc(N3CCCCC3)c2cc1OC	2%	10%	i	8	3.6	44	0.2%	-5%	12%	-9%	20	19
NC(=O)CC(NC(=O)Cc1cccc2ccccc12)c1ccc(NCCCN2CCCC2=O)c([N+](=O)[O-])c1 (stereo not given)	-4%	-1.7%	.	.	-6.1	101	0.5%	-10%	14%	-11%	.	.
Nc1cccc2c1C(=O)N(C(=O)c1cccc(S(=O)(=O)N3CCCCCC3)c1)C2=O	-2%	1.0%	i	0	-4.5	79	2.5%	1%	25%	-4%	4	-43
COc1cc(/C=N/Nc2snc(SC)c2C#N)ccc1O	-9%	0.8%	i	7	4.6	80	0.5%	-4%	8%	-8%	-1	11
CC12C(=O)N(c3ccc(C(=O)N4CCOCC4)cc3)C(=O)C1C1c3ccccc3C2c2ccccc21 (stereo not given)	.	2.1%	i	-14	-0.9	23	.	-5%	-6%	3%	-11	-14
COc1ccc(C(c2sc3ncnn3c2O)N2CCN(c3ccccc3F)CC2)cc1OC (stereo not given)	-5%	-1.8%	i	1	-1.0	83	7.4%	-2%	10%	2%	3	-1
O=C(COC(=O)c1ccc(Br)o1)NCCCc1ccccc1	-5%	0.6%	i	-7	-0.2	54	0.1%	-6%	-6%	-17%	-24	-31
Cc1cc(F)ccc1NC(=O)C1CCCO1 (stereo not given)	-1%	-0.2%	i	-9	-1.6	51	0.4%	-9%	3%	2%	-14	6
COc1ccc(CCN2C(=S)NC3CC2(C)Oc2ccc([N+](=O)[O-])cc23)cc1OC (stereo not given)	-12%	4.2%	i	10	0.6	84	0.4%	0%	-7%	-6%	30	22
CCOc1ccc(NC(=O)CN2C(=O)CSC2=O)cc1	-2%	-0.8%	i	7	0.8	22	0.2%	-7%	3%	-1%	-23	12
Cc1cccc(-c2nc(CS(=O)CC(=O)NCc3ccco3)c(C)o2)c1 (stereo not given)	-8%	2.6%	.	.	-0.1	54	1.2%	-15%	-2%	-6%	.	.
CC(C)(C)c1oc(C(=O)O)cc1CN1CCOCC1	-5%	3.2%	.	.	1.1	68	0.9%	0%	8%	1%	.	.
Cn1nnnc1SCC(=O)c1ccc2c(c1)OCCO2	-8%	2.8%	i	-10	-0.8	42	0.1%	-6%	-8%	28%	-3	-12
N#CCCNCC1(c2ccccc2)CCCC1	-5%	0.7%	i	-6	-0.9	74	0.2%	0%	3%	-9%	-11	-4

Molecules above that contain bromine, in the order listed:
SMILES	NS5 inhibitors	RSV antiviral HEp-2	Autophagy HCS	Autophagy HCS cell loss 18 h	NTR1 agonist	NTR1 agonist cell count 20 µM	UTI89 phage lysis	LYP inhibition	AID2073	GPR35 antagonists	WT yeast gro inh	WT yeast gro inh mutant strain	others
Brc1ccc(-c2noc(COc3ccc4ccccc4c3)n2)o1	1%	3.2%	i	14	0.2	90	0.3%	0%	25%	-6%	0	-3
O=C(COC(=O)c1ccc(Br)o1)NCCCc1ccccc1	-5%	0.6%	i	-7	-0.2	54	0.1%	-6%	-6%	-17%	-24	-31

(next part)
SMILES	NS5 inhibitors	RSV antiviral HEp-2	Autophagy HCS	Autophagy HCS cell loss 18 h	NTR1 agonist	NTR1 agonist cell count 20 µM	UTI89 phage lysis	LYP inhibition	AID2073	GPR35 antagonists	WT yeast gro inh	WT yeast gro inh mutant strain	others
CCOC(=O)c1c(C)[n+]([O-])c2ccc3c(non3O)c12	-12%	1.1%	i	8	0.8	44	-0.1%	2%	0%	-9%	-2	-10
Cc1cc(NCc2ccccn2)n2c(nc3ccccc32)c1C#N	0%	.	i	12	.	.	-0.1%	-12%	24%	-10%	32	1
CCN1CCN(c2c(Cl)cccc2NC(=O)c2ccc3nsnc3c2)CC1	-3%	-0.9%	.	.	0.8	49	-0.3%	-4%	50%	-1%	.	.
Cc1ccc(OCC(=O)Nc2ccc(C)c(S(=O)(=O)N3CCCCC3)c2)c([N+](=O)[O-])n1	4%	20%	i	5	1.8	66	-0.3%[50 µM]	0%	1%	-5%	8	-6
Cc1nnc(SCC(=O)N2c3ccccc3C(C)(c3ccccc3)CC2(C)C)s1 (stereo not given)	-2%	8.6%	i	-30	3.7	38	0.1%[50 µM]	5%	-6%	-10%	40	15
CCC1(C)CC(CCNS(=O)(=O)c2ccc(C)cc2)(c2ccc(C)cc2)CCO1 (stereo not given)	2%	-3.8%	i	4	2.6	28	-0.2%	5%	15%	-1%	22	0
COC(=O)CCC(=O)NC1CC(C)(C)Cc2c1cnn2-c1ccccc1 (stereo not given)	0%	1.8%	.	.	-0.9	51	1.4%	-10%	0%	7%	.	.
COc1cccc(NC(=O)CSc2ncc(S(=O)(=O)c3ccccc3)c(=O)[nH]2)c1	-8%	1.6%	.	.	-1.9	51	-0.1%	-5%	1%	3%	.	.
COCC(=O)Nc1cc(C(=O)Nc2ccccc2)ccc1Cl	.	2.8%	i	-9	0.9	55	.	-4%	0%	0%	5	-6
CN(C)c1ccc(/C=C(/C(=O)c2ccc(Cl)cc2Cl)n2cncn2)cc1	-5%	2.2%	i	8	-0.1	50	4.7%	20%	14%	1%	20	15
COc1nc2ccccc2nc1N1CCN(Cc2ccc3c(c2)OCO3)CC1	-2%	.	.	.	4.4	88	0.2%	-10%	28%	-23%	.	.
CN(C)C(CNC(=O)CCCc1c[nH]c2ccccc12)c1ccco1 (stereo not given)	2%	0.8%	i	3	-0.3	65	0.1%	-7%	31%	6%	5	18
CCn1c(SCc2ccc(C(=O)OC)o2)nc2sc3c(c2c1=O)CCCC3	-5%	1.8%	i	7	12	42	0.2%	-5%	-17%	-13%	-3	1
CC1(c2nnc(-c3ccccc3)o2)CC(c2ccncc2)=NO1 (stereo not given)	-2%	-1.5%	.	.	1.4	92	-0.1%	-2%	-4%	-5%	.	.
COc1cc(OC)c(NS(=O)(=O)c2cc3[nH]c(=O)c(=O)[nH]c3cc2C)cc1Cl	-9%	1.9%	.	.	1.1	71	0.4%	-6%	5%	6%	.	.
CCOc1cc(Cl)c(S(=O)(=O)NCc2cccnc2)cc1Cl	-1%	9.2%	.	.	0.5	59	0.2%	-1%	2%	5%	.	.	NS5 inhibitors pilot replicate=-1.5
O=C(c1ccc2c(c1)OCCO2)N1CCN(Cc2ccccc2)CC1	-1%	1.9%	i	1	0.9	91	0.3%	-10%	-5%	-2%	18	11

Bioassay records deposited in PubChem BioAssay by several laboratories.
